# Screening results from PubChem BioAssay.
# D2 antag: antagonists of human D2 dopamine receptor; HEK293 TREx D2 cells, calcium flux, dopamine EC80; inhibition, % at 10 µM; actives 2% (n = 340,000); in the data active = inhibition above about 30%; note: 0% is about no effect
# Target sequence (P14416 whole entry, looked up): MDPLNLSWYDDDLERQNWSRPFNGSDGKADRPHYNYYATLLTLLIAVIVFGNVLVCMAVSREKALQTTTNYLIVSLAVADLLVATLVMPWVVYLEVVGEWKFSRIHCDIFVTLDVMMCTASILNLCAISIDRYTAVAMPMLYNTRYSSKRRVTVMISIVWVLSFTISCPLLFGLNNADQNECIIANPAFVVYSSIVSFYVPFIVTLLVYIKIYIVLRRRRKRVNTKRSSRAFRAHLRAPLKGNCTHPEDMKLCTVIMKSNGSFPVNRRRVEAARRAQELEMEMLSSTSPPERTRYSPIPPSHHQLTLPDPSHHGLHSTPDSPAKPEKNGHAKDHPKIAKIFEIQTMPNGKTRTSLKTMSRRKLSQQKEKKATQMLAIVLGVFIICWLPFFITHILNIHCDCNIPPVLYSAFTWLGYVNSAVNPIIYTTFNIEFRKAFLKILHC
#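 Tetracycline-induced HEK293 TREx cells expressing D2 receptor forced-coupled to calcium signalling, loaded with no-wash calcium dye. Compounds added and calcium flux read 180 s, then dopamine added at EC80 and read a further 180 s.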
# Vif-APOBEC3G blk: inhibitors of Vif-APOBEC3G interaction; Q9HC16; HeLa A3G-eYFP + Vif (tagged APOBEC3G with the HIV-1 protein that degrades it), YFP fluorescence, overnight; Potency, µM (titrated, usually from 46.1 µM), without a hit: at the highest dose activity, negative = active, most hits filed as inhibitors; actives 0.076% (n = 410,000); AID 602310;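 note: potency is the fitted concentration of half-maximal effect; % is set by controls: 0 for no effect and ±100 for the full control effect; nearly all actives have a fitted effect of over 60% in size; hits raise eYFP signal because A3G escapes Vif-driven loss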
# Target sequence (Q9HC16 whole entry, looked up): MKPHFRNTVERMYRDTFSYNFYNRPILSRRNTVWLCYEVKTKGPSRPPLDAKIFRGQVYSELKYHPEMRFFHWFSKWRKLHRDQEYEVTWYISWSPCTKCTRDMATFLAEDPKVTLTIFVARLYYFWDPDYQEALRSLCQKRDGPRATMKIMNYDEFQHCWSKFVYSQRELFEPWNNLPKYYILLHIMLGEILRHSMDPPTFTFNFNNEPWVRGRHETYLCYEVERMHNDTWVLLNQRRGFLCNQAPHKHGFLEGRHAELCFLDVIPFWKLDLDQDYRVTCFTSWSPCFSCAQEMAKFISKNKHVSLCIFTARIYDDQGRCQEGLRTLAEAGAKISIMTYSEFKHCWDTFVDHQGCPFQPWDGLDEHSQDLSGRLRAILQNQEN
#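 Read-out is eYFP fluorescence (Ex 488/Em 500-530) from Vif-expressing HeLa A3G-eYFP cells; more signal means A3G escaped Vif-mediated degradation. Cells plated overnight, compound pinned in, incubated overnight at 37 deg C.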
# D2 agonist: agonists of human D2 dopamine receptor | P14416 | HEK293 T-REx D2 cells, calcium flux agonist mode | activation, % at 2 µM | actives 0.53% (n = 340,000) | AID 485358;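 active = activation over 3 SD above normal in the single-dose calcium agonist read, cut at about 30% in these data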; note: 0% is about no effect
#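 Tetracycline-induced HEK293 Trex cells with D2 receptor force-coupled to calcium signaling, plated overnight at 30 C and loaded with no-wash calcium dye. Calcium flux read kinetically for 180 s after compound addition; responses flag agonists.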
# ALOX12 inh: ALOX12 (human) lipoxygenase inhibition; Potency, µM (series often up to 108 µM), for the others: top-dose activity change, negative = inhibition, actives largely listed as inhibitors; actives 1.1% (n = 580,000); purified 12hLO, xylenol orange hydroperoxide absorbance; note: potency is the fitted concentration of half-maximal effect; % is set by controls: 0 for no effect and ±100 for the full control effect
#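 Hydroperoxide product was detected by ferrous iron/xylenol orange as the 573 to 405 nm absorbance ratio. Arachidonic acid at 40 uM (final) was turned over for 30 min at room temperature by 150 nM human 12hLO, pH 7.0 Hepes buffer, after 15 min compound preincubation.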
# ERG Ets-DNA blk: ERG Ets/DNA interaction inhibition; AID 624246; P11308; actives 0.028% (n = 370,000); fluorescence polarization, His-ERG Ets domain / labelled DNA; Potency, µM (highest dose often 76.9 µM), without a hit: at the top dose FP activity, negative = inhibition, actives largely listed as inhibitors; active = well fitted inhibition curve with a large enough effect in the polarisation, with a control signal flat; inconclusive = small, poorly fitted or top-dose-only effect, or effect the other way, or a change in a side signal; inactive = no such curve, though single readings can be large or run the other way; the % refers to the polarisation;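 note: polarization taken with two DNA probes labelled with fluorescein and Texas red; potency is the fitted concentration of half-maximal effect; % of control where 0% means no effect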
#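 His-tagged ERG Ets domain (1 uM in the protein solution; 300mM KCl, 50mM Tris-HCl, 1mM EDTA, 1mM DTT, pH 7.5) received compound, then a probe mix of 5 nM fluorescein-DNA and 100nM Texas-615-DNA. Fluorescence polarization was read for both dyes.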
# Vif-A3F inh: Vif-A3F binding inhibition. HeLa A3F-eYFP + Vif (tagged APOBEC3F with the HIV-1 protein that degrades it), YFP fluorescence increase. Potency, µM (doses to about 46.1 µM), without a hit: at the highest dose activity, negative = active. actives 0.2% (n = 390,000). AID 602313; note: potency is the fitted concentration of half-maximal effect; % of control where 0% means no effect; nearly all actives have a fitted effect of over 65% in size
#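 HeLa cells stably expressing Vif plus C-terminally eYFP-tagged A3F were seeded, incubated overnight at 37 deg C, dosed with compound, incubated overnight again at 37 deg C. Yellow fluorescence (Ex 488/Em 500-530) reported blocked Vif-mediated A3F-eYFP degradation.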
# GRP78 ERSR act: inducers of ER stress response in human glioma cells. U87-MG GRP78 promoter luciferase reporter, 16 h. Potency, µM, for the others: top-dose activation, actives largely listed as activators. actives 0.02% (n = 420,000). AID 602332; note: potency is the fitted concentration of half-maximal effect; series mostly up to about 76 µM; % of control where 0% means no effect; nearly all actives have a fitted effect of over 35% in size
#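 ERSR induction read as luciferase luminescence (Bright-Glo, 10 min at room temperature) in stably transfected human U87-MG glioma cells exposed to compounds for 16 h, using GRP78 as sensor.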
# RGS4 inhibitor: inhibitors of human regulator of G protein signaling 4; P49798; Transcreener GDP fluorescence polarization, RGS4-accelerated GTP hydrolysis; Potency, µM (highest dose often 114 µM), for the others: top-dose activity change, negative = inhibition, usual class: inhibitors; actives 0.039% (n = 390,000); AID 504845; note: potency is the fitted concentration of half-maximal effect; % is set by controls: 0 for no effect and ±100 for the full control effect; nearly all actives have a fitted effect of over 75% in size; some results filed as inactive show a strong effect at the top dose
# Target sequence (P49798 whole entry, looked up): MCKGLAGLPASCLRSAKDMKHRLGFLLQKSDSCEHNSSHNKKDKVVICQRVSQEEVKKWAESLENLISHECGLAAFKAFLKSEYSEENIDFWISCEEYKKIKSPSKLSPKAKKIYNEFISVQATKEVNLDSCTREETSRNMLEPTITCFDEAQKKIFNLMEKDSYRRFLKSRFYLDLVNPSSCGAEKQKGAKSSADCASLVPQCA
#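 MLSMR compounds (23 nl, pin-transferred) preincubated 10 min at room temperature with a 500nM (2x) first reagent, then RGS4 at 900nM (2x) plus Transcreener GDP mix added; fluorescence polarization (620/688 nm) read before and after 90 min at 30 °C.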
# LDHA block: LDHA (human) enzyme inhibition. P00338. purified LDHA, NADH/diaphorase-resazurin fluorescence; hits give low values. AID 1347041. actives 0.15% (n = 480,000). activity change, % (values are at about 110 or 230 µM); in the data active = activity change below about -30%; inconclusive = mostly about -25% to -30%;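 note: plate controls were DMSO wells for no effect and wells without enzyme for full effect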
#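 Human LDH5 (2 nM) was incubated with 0.06 mM NADH and 0.2 mM pyruvate for 5 min at room temperature in Tris pH 7.4. Remaining NADH was coupled through diaphorase/resazurin, and resorufin fluorescence was read at 0 and 20 min.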
# * hit, by the source's call; ? = inconclusive; · = not tested or not shown; [ ] = another dose, or the depositor's remark. Unless noted, calls come from the whole dose curve; as a rule, active = well fitted curve in the direction sought with a large enough effect; inconclusive = small, poorly fitted or top-dose-only effect, or another doubt; inactive = no such curve, though single readings can be large; an effect the other way counts as inactive or inconclusive. Some of the compounds tested; the hit share may differ from the screen's.
[1] Cc1ccc(/C=N/NC(=O)c2ccoc2C)o1
[2] CN(CC(=O)Nc1cccc(F)c1)CC(=O)Nc1ccc(Cl)cc1[N+](=O)[O-]
[3] O=C(COC(=O)C1COc2ccccc2O1)NC1CCS(=O)(=O)C1 (configuration not stated)
[4] O=C(Nc1ccc(S(=O)(=O)Nc2ncccn2)cc1)c1ccco1
[5] O=C(c1ccco1)N1CCN(CC(O)Cn2c3ccccc3c3ccccc32)CC1 (configuration not stated)
Assay by compound	1	2	3	4	5
D2 antag	-1	-2	-7	-2	-4
Vif-APOBEC3G blk	1%	-4%	0%	0%	-2%
D2 agonist	-0.6	-0.5	0.9	0.4	-1.1
ALOX12 inh	23%	-7%	0%	-5%	-20%
ERG Ets-DNA blk	16%	-2%	-5%	-2%	2%
Vif-A3F inh	0%	15%	3%	1%	4%
GRP78 ERSR act	4%	0%	-1%	-1%	0%
RGS4 inhibitor	2%	9%	-13%	-18%	-7%[11.4 µM]
LDHA block	-8	-1	-1	-3	1

# Five entries from above, with values under each structure:
# Values in the order: D2 antag | Vif-APOBEC3G blk | D2 agonist | ALOX12 inh | ERG Ets-DNA blk | Vif-A3F inh | GRP78 ERSR act | RGS4 inhibitor | LDHA block
1) Cc1ccc(/C=N/NC(=O)c2ccoc2C)o1
 : -1 | 1% | -0.6 | 23% | 16% | 0% | 4% | 2% | -8
2) CN(CC(=O)Nc1cccc(F)c1)CC(=O)Nc1ccc(Cl)cc1[N+](=O)[O-]
 : -2 | -4% | -0.5 | -7% | -2% | 15% | 0% | 9% | -1
3) O=C(COC(=O)C1COc2ccccc2O1)NC1CCS(=O)(=O)C1 (configuration not stated)
 : -7 | 0% | 0.9 | 0% | -5% | 3% | -1% | -13% | -1
4) O=C(Nc1ccc(S(=O)(=O)Nc2ncccn2)cc1)c1ccco1
 : -2 | 0% | 0.4 | -5% | -2% | 1% | -1% | -18% | -3
5) O=C(c1ccco1)N1CCN(CC(O)Cn2c3ccccc3c3ccccc32)CC1 (configuration not stated)
 : -4 | -2% | -1.1 | -20% | 2% | 4% | 0% | -7%[11.4 µM] | 1

# The list goes on.
[6] Cc1ccc(NS(=O)(=O)c2ccc(-c3ccc(=O)[nH]n3)o2)cc1
[7] Cc1nc(SCC(=O)NCc2ccco2)c2oc3ccccc3c2n1
[8] CN(C)C(CNC(=O)CSc1nc2sc3c(c2c(=O)n1C)CCCC3)c1ccccc1 (configuration not stated)
[9] CCN1CCN(CCCN(Cc2ccco2)C(=S)Nc2ccccc2Cl)CC1
[10] O=C(NCC1CCCO1)c1ccc(CS(=O)(=O)c2ccc(Cl)cc2)o1 (configuration not stated)
Assay by compound	6	7	8	9	10
D2 antag	-15	·	16	3	-1
Vif-APOBEC3G blk	7%	1%	0%	1%	-5%
D2 agonist	0.8	·	0.1	-0.8	0.6
ALOX12 inh	0%	257%[activator]	17%	16%	25%
ERG Ets-DNA blk	9%	-9%	19%	4%	-8%
Vif-A3F inh	3%	-5%	-4%	-19%	1%
GRP78 ERSR act	0%	-4%	-1%	-5%	-2%
RGS4 inhibitor	-26%[11.4 µM]	-21%	7%	-15%	28%
LDHA block	0	-5	1	-5	-7

[11] Cc1ccc2nc(C3CCCCC3)[nH]c2c1
[12] Nc1nc(-c2c(Cl)cccc2Cl)no1
[13] NC(=O)c1ncn([C@@H]2O[C@H](CNCc3ccc(OCC(=O)Nc4nccs4)cc3)[C@@H](O)[C@H]2O)n1
[14] CCC(C)NC(=O)COC(=O)c1oc2ccccc2c1CSc1ccc(Cl)cc1 (configuration not stated)
[15] O=C(Nc1cc(-c2ccccc2)[nH]n1)c1ccccc1F
Assay by compound	11	12	13	14	15
D2 antag	-2	7	·	-11	13
Vif-APOBEC3G blk	1%	3%	0%	0%	-3%
D2 agonist	0.4	0.5	·	0.4	0.1
ALOX12 inh	16%	33%[activator]	4%	-24%	?
ERG Ets-DNA blk	10%	9%	7%	-1%	11%
Vif-A3F inh	-8%	-2%	9%	2%	-3%
GRP78 ERSR act	-3%	3%	-1%	-2%	-4%
RGS4 inhibitor	-16%	-33%	1%	11%	-45%
LDHA block	0	-1	-9	-2	-3

[16] COc1cc(/C=C2/C(=O)ON=C2c2ccccc2)ccc1O
[17] OC1C2(Cc3ccccc3)CN3CCN(C2)CC1(Cc1ccccc1)C3 (configuration not stated)
[18] COc1ccc(/C=C2\SC(=NCc3ccccc3)NC2=O)cc1
[19] O=C(CNC(=O)c1ccccc1F)OCc1nc2ccc(Cl)cc2n1CCO
[20] CCOc1ccc(N2C(=O)CC(SC(=NC)Nc3ccc(F)cc3)C2=O)cc1 (configuration not stated)
Assay by compound	16	17	18	19	20
D2 antag	-11	2	30	11	8
Vif-APOBEC3G blk	?	-1%	-1%	-1%	-1%
D2 agonist	0.9	0.0	0.1	0.6	-0.4
ALOX12 inh	?	1%	10%	-2%	-24%
ERG Ets-DNA blk	8%	4%	-12%	-4%	-1%
Vif-A3F inh	-12%	-2%	3%	2%	·
GRP78 ERSR act	-10%	-5%	1%	-1%	-2%
RGS4 inhibitor	?	3%	-1%	-19%	-23%
LDHA block	-17	-7	-3	-6	2

[21] COc1ccc(NC(=O)C(=O)N/N=C(\C)CC(=O)Nc2cc(C)ccn2)c(OC)c1
[22] CCOc1ccc(C(=O)NC(C)CCc2ccccc2)cc1 (configuration not stated)
[23] CCc1c(-c2ccccc2)nc2sc3c(c2c1N)CCCC3
[24] Cc1ccc(S(=O)(=O)c2ncccc2[N+](=O)[O-])cc1
[25] CCN1CCc2c(sc(NC(=O)c3ccc(S(=O)(=O)N4CCOCC4)cc3)c2C(=O)OC)C1
Assay by compound	21	22	23	24	25
D2 antag	7	·	4	4	-6
Vif-APOBEC3G blk	1%	-4%	-6%	-6%	-1%
D2 agonist	-1.5	·	-0.9	2.1	0.3
ALOX12 inh	2%	10%	?	-11%	30%
ERG Ets-DNA blk	11%	-1%	-2%	13%	9%
Vif-A3F inh	9%	-2%	5%	-11%	-33%
GRP78 ERSR act	-2%	1%	1%	-6%	-8%
RGS4 inhibitor	-11%	-17%	-12%	-19%	40%
LDHA block	6	-10	0	2	-10

[26] COc1ccc(S(=O)(=O)n2ccc(C(C)Oc3ccc(-c4ccccc4)c(F)c3)n2)cc1 (configuration not stated)
[27] COc1ccc(-c2cc(C(=O)N3CCN(c4ccccc4)CC3)c3ccccc3n2)cc1OC
[28] Cc1cc(C)nc(SCC(=O)OCN2C(=O)c3ccccc3C2=O)n1
[29] c1ccc(CC2CNc3ccccc3CN2)cc1 (configuration not stated)
[30] COc1ccc(C(=O)NC2CCCCCC2)cc1OC1CCN(C(C)=O)CC1
Assay by compound	26	27	28	29	30
D2 antag	-25	9	·	-1	8
Vif-APOBEC3G blk	2%	-10%	1%	2%	-1%
D2 agonist	1.9	0.4	·	-0.3	0.7
ALOX12 inh	0%	0%	-7%	?	1%
ERG Ets-DNA blk	-13%	-1%	6%	-7%	-7%
Vif-A3F inh	8%	1%	0%	5%	7%
GRP78 ERSR act	-5%	3%	0%	-3%	-2%
RGS4 inhibitor	-1%	-22%	-24%	-5%	14%
LDHA block	6	-6	-7	-1	-1

[31] O=C(NCc1ccc(N2CCCC2=O)cc1)c1cnccn1
[32] O=Nc1c(O)n(Cc2c(Cl)cccc2Cl)c2ccccc12
[33] CC(C)(C)NNC(=S)Nc1cccc(C(F)(F)F)c1
[34] Cc1ccc(NC(=O)CN2C(=O)N/C(=C/c3ccc(N4CCOCC4)cc3)C2=O)cc1
[35] COc1ccc2nc(NC(=O)c3ccccc3-c3ccccc3C(=O)O)sc2c1
Assay by compound	31	32	33	34	35
D2 antag	2	9	-1	0	6
Vif-APOBEC3G blk	1%	-12%	0%	-6%	7%
D2 agonist	0.1	6.5	-0.2	1.2	-0.9
ALOX12 inh	?	-7%	-8%	0%	74%
ERG Ets-DNA blk	1%	5%	-1%	2%	-5%
Vif-A3F inh	-1%	6%	?	-2%	-2%
GRP78 ERSR act	4%	-4%	-8%	5%	-2%
RGS4 inhibitor	8%	19%	-14%	17%	22%
LDHA block	-7	-5	-3	-12	-9

[36] COCCn1c(SCC(=O)N(C(C)C)C(C)C)nnc1-c1cc2ccccc2cc1O
[37] Cc1cc(S(=O)(=O)Nc2cccnc2)c(C)s1
[38] O=C(COC(=O)c1ccc([N+](=O)[O-])cc1Cl)NC(=O)c1ccccc1
[39] CCC(C)C(NC(=O)C1CCC(C)CC1)C(=O)NCCCN1CCCCC1CC (configuration not stated)
[40] Cc1onc(-c2ccccc2)c1C(=O)Nc1ccc(C(=O)N2CCCCC2)cc1
[41] Cc1ccc([N+](=O)[O-])cc1NC(=O)c1ccc(C(C)(C)C)cc1
Assay by compound	36	37	38	39	40	41
D2 antag	-6	1	-3	5	2	0
Vif-APOBEC3G blk	2%	1%	2%	-2%	1%	2%
D2 agonist	0.0	1.2	0.3	0.0	-0.9	0.3
ALOX12 inh	-3%	74%[activator][57.4 µM]	4%	3%	2%	12%
ERG Ets-DNA blk	-19%	0%	9%	-1%	-6%	·
Vif-A3F inh	4%	-3%	8%	10%	2%	-5%
GRP78 ERSR act	-2%	-3%	-4%	-3%	-2%	4%
RGS4 inhibitor	-50%	-33%	-1%	-7%	19%	4%
LDHA block	13	-5	3	-3	-3	6
